From PubChem
ERK AVP block – blocks ERK signaling stimulated by vasopressin; HEK293-V1b, vasopressin-stimulated pERK AlphaScreen; 72,000 compounds, 0.99% hits; AID 995; Potency, µM (doses to about 57.5 µM), for inactives: at the highest dose activity, negative = inhibition, hits mostly inhibitors; further: on the % scale 0 is the no-effect control and ±100 the full control effect; nearly all actives have a fitted effect of over 55% in size
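HEK293 cells stably expressing V1b receptor, preincubated 30 min at 37 °C with compound, then stimulated 5 min with 25 nM vasopressin. Phospho-ERK by AlphaScreen SureFire after 5 h RT; normalized to DMSO and vasopressin; AC50 by Hill fit.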
Caspase-1 inhib – blocks human caspase-1 allosterically or competitively | P29466 | Caspase-1 enzyme, Ac-WEHD-AFC fluorogenic rate | Potency, µM (series often up to 57.5 µM), for inactives: at the top dose activity change, negative = inhibition, hits mostly inhibitors | 75,000 compounds, 0.03% hits | AID 900;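 further: plate controls were vehicle for no effect and no substrate for full effect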
USP2a inhib – USP2a (human) protease inhibition; Potency, µM (top dose mostly 38.3 µM), inactives show at the highest dose activity change, negative = inhibition, actives largely listed as inhibitors; USP2a enzymatic assay, qHTS inhibition; O75604; 60,000 compounds, 0.1% hits;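 further: nearly all actives have a fitted effect of over 60% in size; plate controls were DMSO for no effect and NEM full inhibition control for full effect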
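USP2 core (20 nM final) was preincubated with compound for 30 min at RT in 20 mM Tris-HCl pH 8.0, 2 mM CaCl2, 2 mM beta-mercaptoethanol; Ub-PLA2 (20 nM) plus NBD C6-HPC (20 uM) then added, fluorescence read after 2.5 h.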
Casp7 inh – caspase-7 (human) inhibition, allosteric or competitive; 75,000 compounds, 0.02% hits; recombinant caspase-7, Ac-DEVD-AFC fluorescence rate; P55210; Potency, µM (series often up to 57.5 µM), for inactives: at the top dose activity change, negative = inhibition, hits mostly inhibitors; AID 889; active means well fitted inhibition curve with a large enough effect in the main read-out, with a control signal flat, not every such curve was filed as active; inconclusive means small, poorly fitted or top-dose-only effect, or a change in a side signal; further: % of control where 0% means no effect
An asterisk follows results filed as active; ? = inconclusive; & = joins results of further samples; [ ] = dose if it differs, or a comment. Unless noted, the call rests on the fitted dose curve; in most records, active means well fitted curve in the direction sought with a large enough effect; inconclusive means small, poorly fitted or top-dose-only effect, or another doubt; inactive means no such curve, though single readings can be large; an effect the other way counts as inactive or inconclusive. Potency means the concentration at half of the fitted maximal effect. A portion of the library; the hit share may differ from the screen's.

[1] C=CCCCCCCCCCCCC(O)CC(O)CO (stereo not drawn) (tested in a mixture with another compound)
[2] COc1ccc(C2COc3c(ccc(O)c3OC)C2)c(OC)c1O (stereo not drawn)
[3] O=C(O)Cc1cc(I)c(Oc2cc(I)c(O)c(I)c2)c(I)c1
[4] O=c1[nH]cnc2c1ncn2C1OC(CO)C(O)C1O (stereo not drawn)
[5] CC1CC[C@@]2(OC1)OC1CC3C4CC[C@@H]5CC(O)CC[C@@]5(C)C4CC[C@]3(C)C1C2C (stereo partly drawn)
[6] COC1OC(CO)C(OC2OC(C(=O)O)C(OC3OC(COS(=O)(=O)O)C(OC4OC(C(=O)O)C(OC5OC(CO)C(OC6OC(C(=O)O)C(OC7OC(COS(=O)(=O)O)C(OC8OC(C(=O)O)=C[C@H](O)C8OS(=O)(=O)O)C(O)C7NC(C)=O)[C@@H](O)C6O)C(O)C5NC(C)=O)[C@@H](O)C4O)C(O)C3NC(C)=O)[C@@H](O)C2O)C(O)C1NC(C)=O (stereo partly drawn)
[7] C[N+](C)(C)CC(O)CC(=O)O (stereo not drawn)
[8] CC(CCC(=O)O)C1CCC2C3C(O)C[C@@H]4CC(O)CC[C@@]4(C)C3CC(O)[C@]12C (stereo partly drawn)
Assay by compound | 1 | 2 | 3 | 4 | 5 | 6 | 7 | 8
ERK AVP block | -15% | ? | 16% | 10%&3%&1% | 8% | 2% | 14% | 17%
Caspase-1 inhib | -2% | 2% | 1% | 1%&-1%&0% | -1% | 0% | 0% | -1%
USP2a inhib | 50%[activator] | 1% | -7% | -4%&3% | 28% | 2% | -11% | 14%
Casp7 inh | -1% | 2% | 0% | -1%&1%&0% | 0% | 2% | -1% | 1%

[9] COc1cc(NS(C)(=O)=O)ccc1Cc1c2ccccc2nc2ccccc12
[10] COc1ccc(/C=C/c2cc(O)cc(O[C@H]3OC(CO)C(O)C(O)C3O)c2)cc1 (stereo partly drawn)
[11] CC(C)Oc1ccc2c(=O)cc(-c3ccccc3)oc2c1
[12] C[C@]12CCC3c4ccc(O)cc4CCC3C1CCC2OC(=O)CCC1CCCC1 (stereo partly drawn)
[13] COc1ccc(/C=C/C(=O)c2ccc(O)cc2O)cc1OC
[14] CC(=O)Oc1ccc2c(c1)CCC1C2CC[C@@]2(C)C1CC(OC(C)=O)C2OC(C)=O (stereo partly drawn)
[15] CC(=O)O[C@](C)(CCC=C(C)C)C1CC=C(C)CC1 (stereo partly drawn)
[16] CN1CCc2cccc3c2C1Cc1ccc(O)c(O)c1-3 (stereo not drawn)
Assay by compound | 9 | 10 | 11 | 12 | 13 | 14 | 15 | 16
ERK AVP block | -4% | 2% | -27% | 14% | 16µM* | -25% | 13% | -11%
Caspase-1 inhib | -12% | 1% | 0% | -2% | 1% | -1% | 1% | 0%
USP2a inhib | -1% | -9% | -13% | 7% | -4% | -8% | -12% | -19%
Casp7 inh | -19% | 1% | -1% | 2% | 0% | 1% | 1% | -1%

[17] C=C1CCC(OC(C)=O)/C(C)=C/CC2[C@H]1CC2(C)C (stereo partly drawn)
[18] CC(=O)O[C@@]1(C(C)=O)CCC2C3CC(C)C4=CC(=O)CC[C@@]4(C)C3CC[C@]21C (stereo partly drawn)
[19] CCOC(=O)c1c(C)cc(O)c(C)c1O
[20] OCC1O[C@H](O[C@H]2C(O)C(O)C(O)O[C@@H]2CO)C(O)C(O)C1O (stereo partly drawn)
[21] CC(C)C1=CC2=CC[C@@H]3[C@](C)(CO)CCC[C@]3(C)C2CC1 (stereo partly drawn)
[22] COc1ccc(C(C)=O)c(O)c1
[23] CC(C)=CCc1c(O)cc2oc(C)cc(=O)c2c1O
[24] CC(C)=CCc1c(O)cc(C)oc1=O
Assay by compound | 17 | 18 | 19 | 20 | 21 | 22 | 23 | 24
ERK AVP block | 1% | 3% | 21% | 15% | 17% | 8% | -15% | -24%
Caspase-1 inhib | -1% | -3% | -4% | 1% | -2% | 0% | -1% | 1%
USP2a inhib | 45%[activator] | 30%[activator] | -8% | -10% | 4% | 10% | 2% | 4%
Casp7 inh | 0% | -3% | 0% | 0% | -2% | 2% | -3% | -1%

[25] C=C1CCC2C(CC2(C)C)C(=O)CCC1O (stereo not drawn)
[26] O=C(O)CCC(=O)OC[C@@H](NC(=O)C(Cl)Cl)C(O)c1ccc([N+](=O)[O-])cc1 (stereo partly drawn)
[27] COC(=O)C(Cc1ccccc1)NC(=O)C(N)CC(=O)O (stereo not drawn)
[28] CC(C(=O)O)c1ccc2c(c1)[nH]c1ccc(Cl)cc12 (stereo not drawn)
[29] CC1(C)OC2C(CO)OC(n3cnc4c(=O)[nH]c(N)nc43)C2O1 (stereo not drawn)
[30] OC[C@H]1O[C@@H](n2cnc3cncnc32)[C@H](O)[C@@H]1O
[31] CC1=C(CCC(=O)O)c2cc3nc(cc4[nH]c(cc5[nH]c(cc1n2)c(C)c5C(C)O)c(C)c4C(C)O)C(C)=C3CCC(=O)O (stereo not drawn)
[32] Cc1ccc(S(=O)(=O)NC(=O)NN2CC3CCCC3C2)cc1 (stereo not drawn)
Assay by compound | 25 | 26 | 27 | 28 | 29 | 30 | 31 | 32
ERK AVP block | 7% | 10% | 21% | 11% | -7% | -1% | 37%[activator] | -2%&0%
Caspase-1 inhib | 0% | 0% | -1% | 2% | 1% | -1% | -3% | 2%&1%
USP2a inhib | -20% | 3% | -3% | -10% | -4% | -12% | -7% | -10%&2%
Casp7 inh | 0% | 3% | 1% | 0% | 0% | 3% | -2% | -1%&-1%

Part of the list above, limited to ERK AVP block and Casp7 inh.
cpd | molecule | ERK AVP block | Casp7 inh
28 | CC(C(=O)O)c1ccc2c(c1)[nH]c1ccc(Cl)cc12 (stereo not drawn) | 11% | 0%
29 | CC1(C)OC2C(CO)OC(n3cnc4c(=O)[nH]c(N)nc43)C2O1 (stereo not drawn) | -7% | 0%
30 | OC[C@H]1O[C@@H](n2cnc3cncnc32)[C@H](O)[C@@H]1O | -1% | 3%

Later entries.
[33] CCCNC(C)C(=O)Nc1ccccc1C (stereo not drawn)
[34] Cc1cc(=O)oc2c(O)c(O)ccc12
[35] CC(=O)Oc1cc(-c2coc3cc(OC(C)=O)c(OC(C)=O)c(OC(C)=O)c3c2=O)cc(OC(C)=O)c1OC(C)=O
[36] O=C1OC(CO)C(O)C(O)C1O (stereo not drawn)
[37] Cc1cc(O)c2c(c1O)C(=O)c1c(O)cc(C)c(O)c1C2=O
[38] CCOC(=O)c1c(C)cc(O)cc1O
[39] CCCCCN(CCCCC)C(=O)C(CCC(=O)O)NC(=O)c1ccc(Cl)c(Cl)c1 (stereo not drawn)
[40] COC1C(O)C(O)C(O)C(O)C1O (stereo not drawn)
Assay by compound | 33 | 34 | 35 | 36 | 37 | 38 | 39 | 40
ERK AVP block | 13% | -18% | -2% | 6% | -13% | 1% | 4% | -3%
Caspase-1 inhib | 0% | -9% | 2% | 1% | -1% | 2% | 2% | -3%
USP2a inhib | -7% | -6% | 5% | -4% | 39%[activator] | 11% | -9% | -3%
Casp7 inh | 0% | -13% | -7% | 1% | -7% | 2% | 3% | -1%

[41] Nc1ncnc2c1[nH]c(=O)n2C1OC(CO)C(O)C1O (stereo not drawn)
[42] CCCCCC(C)N (stereo not drawn)
[43] NCC1OC(OC2C(N)CC(N)[C@@H](O)[C@@H]2OC2O[C@H](CO)[C@@H](O[C@@H]3OC(CN)C(O)C(O)C3N)C2O)C(N)C(O)C1O (stereo partly drawn)
[44] COc1ccc(-c2coc3cc(O)ccc3c2=O)c(O)c1O
[45] COc1ccc(-c2c(O)c3c(OC)c4c(cc3oc2=O)OC(C)(C)C=C4)cc1
[46] CC1CCC2C(C)(C)C3CC12CC[C@]3(C)O (stereo partly drawn)
[47] COc1c2ccoc2cc2oc(C)cc(=O)c12
[48] CC1(C)OC2CO[C@]3(COS(N)(=O)=O)OC(C)(C)OC3C2O1 (stereo partly drawn)
Assay by compound | 41 | 42 | 43 | 44 | 45 | 46 | 47 | 48
ERK AVP block | 4% | 6% | 4% | -4% | 24% | 8% | ? | 5%
Caspase-1 inhib | -5% | 3% | 0% | 0% | 4% | 2% | -9% | -1%
USP2a inhib | -13% | 14% | 15% | 24% | 10µM* | -14% | -9% | -7%
Casp7 inh | -1% | 1% | 2% | -14% | 0% | -1% | 2% | -1%

4 entries out of the list above, ordered by the number in Caspase-1 inhib, largest number first:
No.	canonical_smiles	Caspase-1 inhib
44	COc1ccc(-c2coc3cc(O)ccc3c2=O)c(O)c1O	0%
48	CC1(C)OC2CO[C@]3(COS(N)(=O)=O)OC(C)(C)OC3C2O1 (stereo partly drawn)	-1%
41	Nc1ncnc2c1[nH]c(=O)n2C1OC(CO)C(O)C1O (stereo not drawn)	-5%
47	COc1c2ccoc2cc2oc(C)cc(=O)c12	-9%

(cont.)
[49] C=C1CCC2[C@](C)(CO)C(O)CC[C@]2(C)C1C/C=C1/C(=O)OCC1O (stereo partly drawn)
[50] CCC(=O)OC1C2CC3=C4CC(=O)OC(c5ccoc5)[C@]4(C)CCC3[C@@](C)(C2=O)C(CC(=O)OC)C1(C)C (stereo partly drawn)
[51] CC[C@H]1OC(=O)[C@H](C)[C@@H](O[C@H]2C[C@@](C)(OC)[C@@H](O)[C@H](C)O2)C(C)[C@@H](O[C@@H]2O[C@H](C)C[C@H](N(C)C)[C@@H]2O)[C@](C)(OC)C[C@@H](C)C(=O)[C@H](C)[C@@H](O)[C@]1(C)O (stereo partly drawn)
[52] COc1ccc(C2OC3C(CO)OC(n4cnc5c(=O)[nH]c(N)nc54)C3O2)cc1 (stereo not drawn)
[53] COc1cc(O)c(C(=O)/C=C/c2ccccc2)c(OC)c1
[54] COC(=O)CC1C(C)(C)C(O)C2CC3=C4C=C(OC)OC(c5ccoc5)[C@]4(C)CCC3[C@@]1(C)C2=O (stereo partly drawn)
[55] CC1(C)SC2C(NC(=O)Cc3ccccc3)C(=O)N2C1C(=O)O (stereo not drawn)
[56] O=c1cc(-c2cc(O)c(O)c(O)c2)oc2cc(O)cc(O)c12
Assay by compound | 49 | 50 | 51 | 52 | 53 | 54 | 55 | 56
ERK AVP block | -2% | -14% | 6% | -6% | -14% | -19% | -4% | -44%
Caspase-1 inhib | 2% | -2% | 3% | -3% | -1% | 0% | 3% | -4%
USP2a inhib | 11% | 16% | 10% | 17% | -20% | 19% | 1% | 26%
Casp7 inh | -1% | 0% | -1% | -1% | -4% | -1% | 2% | -9%

[57] Nc1nc2c(ncn2C2OC(COC(=O)c3ccccc3)C(OC(=O)c3ccccc3)C2OC(=O)c2ccccc2)c(=O)[nH]1 (stereo not drawn)
[58] CCCc1cc(OC)c2c(c1)OCO2
[59] CO[C@]12CC(COC(=O)c3cncc(Br)c3)CN(C)[C@@H]1Cc1cn(C)c3cccc2c13 (stereo partly drawn)
[60] COC1(C)CCC2OC2(C)CCC2C1CC2(C)C (stereo not drawn)
[61] O=C1C=CC2=C3c4cc(O)c(O)cc4C[C@]3(O)COC2=C1
[62] COC1C=CO[C@@]2(C)Oc3c(C)c(O)c4c(O)c(c5c(nc6cc(C)ccn65)c4c3C2=O)NC(=O)/C(C)=C\C=CC(C)C(O)[C@@H](C)C(O)C(C)[C@@H](OC(C)=O)C1C (stereo partly drawn)
[63] COc1ccc(-c2cc(=O)c3ccccc3o2)cc1OC
[64] NC(CCC(=O)NC(CCSC(CC(=O)O)C(=O)O)C(=O)NCC(=O)O)C(=O)O (stereo not drawn)
[65] OCc1ccccc1O[C@H]1OC(CO)C(O)C(O)C1O (stereo partly drawn)
[66] Cc1cn(C2CCC(CO)O2)c(=O)[nH]c1=O (stereo not drawn)
Assay by compound | 57 | 58 | 59 | 60 | 61 | 62 | 63 | 64 | 65 | 66
ERK AVP block | -23% | 4% | -1% | 20% | -4% | ? | ? | 4% | 6% | -23%
Caspase-1 inhib | -3% | 2% | 2% | 2% | -4% | 0% | -15% | -1% | 2% | -1%
USP2a inhib | -15% | -10% | 4% | -9% | 6% | 35%[activator] | 16% | -10% | -5% | -2%
Casp7 inh | -1% | 0% | 0% | 0% | -12% | -7% | -12% | 1% | 4% | 1%
